Bioassay records deposited in PubChem BioAssay by Sanford-Burnham Center for Chemical Genomics.
tim23-1 inh – growth inhibitors of tim23-1 mutant yeast | AID 463212 | 330,000 compounds, 1.3% hits | inhibition, % at 20 µM | S. cerevisiae tim23-1 growth, BacTiter-Glo luminescence, 24 h;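 active = growth inhibition of the mutant yeast at or above 50%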;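 also: temperature-sensitive mutant grown at 25 °C; plate controls were DMSO-treated mutant yeast for no effect and medium wells lacking yeast for full effect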
XBP1 UPR activ – adaptive UPR (XBP1) activation; CHO-XBP1 luciferase reporter, IRE1-XBP1 UPR activation, luminescence; percent of tunicamycin response, DMSO as zero; activation, % at 20 µM; 330,000 compounds, 0.33% hits;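 active = versus positive control, 20 µM dose yields 30% or more activation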;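 also: 100% = tunicamycin at 10 µg/mL and 0% = DMSO only wells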
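Material: CHO-XBP1 cells stably carrying IRE1-XBP1-driven luciferase reporter / Amount: 1000 cells per well / Compound: 20 µM, 1% DMSO / Times: 6 h treatment, 37 °C / Detection: luciferase luminescence / Measure: % activation of reporter signal versus tunicamycin and DMSO controls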
APJ antag – antagonists of human APJ apelin receptor; inhibition, % at 20 µM; AID 2521; CHO-K1 APJ beta-arrestin complementation, luminescence; 330,000 compounds, 0.32% hits; P35414;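 active = inhibition above about 40% at 20 µM, limit read from the data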;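 also: cells challenged with 10 nM apelin-13 agonist together with compound; plate controls were apelin-13 plus DMSO wells for no effect and DMSO wells lacking apelin-13 for full effect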
APJ ag – agonists of human APJ apelin receptor; P35414; CHO-K1 APJ PathHunter beta-arrestin, luminescence; 0% DMSO wells, 100% apelin; activation, % at 20 µM; 330,000 compounds, 0.11% hits;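 active = activation more than six SD over the plate average, tested at 20 µM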;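 also: 0% = DMSO alone and 100% = apelin-13 at 10 nM; some results filed as inactive read as strong as hits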
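Material: CHO-K1 APJ beta-arrestin complementation cell line; Input: cell density 1000 per well; Incubation: compound stimulation 90 min at 25 °C, detection 60 min; Signal: luminescence from split beta-galactosidase complementation, Galacton Star/Emerald II substrate; Controls: DMSO-only wells as negative, 10 nM Apelin-13 as positive control.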
Mdm2 MdmX PPI – disrupts the human Mdm2-MdmX interaction; O15151+Q00987; SaOS-2 split-luciferase Mdm2/MdmX complementation, luminescence; inhibition, % at 8 µM; 330,000 compounds, 3% hits; AID 485346;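 active = inhibition of at least 50% at 8 µM in the primary screen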
Target sequence (O15151 whole entry, looked up): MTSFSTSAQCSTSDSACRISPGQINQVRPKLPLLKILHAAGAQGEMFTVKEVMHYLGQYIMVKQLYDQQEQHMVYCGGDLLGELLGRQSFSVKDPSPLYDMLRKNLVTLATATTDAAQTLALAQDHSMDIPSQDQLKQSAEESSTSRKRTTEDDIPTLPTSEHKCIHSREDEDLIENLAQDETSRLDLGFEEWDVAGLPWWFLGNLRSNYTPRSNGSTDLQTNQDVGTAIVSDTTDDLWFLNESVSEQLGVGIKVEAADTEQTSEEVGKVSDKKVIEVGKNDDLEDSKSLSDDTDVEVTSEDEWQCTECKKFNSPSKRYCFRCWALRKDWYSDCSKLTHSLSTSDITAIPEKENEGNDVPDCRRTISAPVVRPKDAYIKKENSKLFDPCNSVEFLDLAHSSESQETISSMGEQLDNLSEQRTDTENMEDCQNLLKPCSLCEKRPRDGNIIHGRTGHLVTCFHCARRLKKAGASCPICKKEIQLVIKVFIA
Target sequence (Q00987 whole entry, looked up): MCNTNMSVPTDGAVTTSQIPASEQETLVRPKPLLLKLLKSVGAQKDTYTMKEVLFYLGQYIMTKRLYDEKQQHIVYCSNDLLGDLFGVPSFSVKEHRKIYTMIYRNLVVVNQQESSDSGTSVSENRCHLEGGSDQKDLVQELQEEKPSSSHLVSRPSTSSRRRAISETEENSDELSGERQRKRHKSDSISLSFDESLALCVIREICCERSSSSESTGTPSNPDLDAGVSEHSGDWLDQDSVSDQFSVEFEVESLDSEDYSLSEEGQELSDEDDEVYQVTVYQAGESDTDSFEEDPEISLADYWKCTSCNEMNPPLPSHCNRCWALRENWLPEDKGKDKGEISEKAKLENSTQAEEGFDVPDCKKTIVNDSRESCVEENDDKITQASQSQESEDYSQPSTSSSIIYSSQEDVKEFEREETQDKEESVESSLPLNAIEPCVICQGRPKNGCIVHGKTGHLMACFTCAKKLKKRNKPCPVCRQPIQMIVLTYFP
Jurkat NFkB inh – inhibitors of the PMA/ionomycin-induced NF-kB reporter in Jurkat cells. PMA/ionomycin-induced NF-kB luciferase reporter, luminescence. inhibition, % at 4 µM. 330,000 compounds, 0.53% hits. AID 435003; in the data active = inhibition above about 50%
CHOP UPR activ – activators of apoptotic arm of unfolded protein response (CHOP). 330,000 compounds, 0.34% hits. CHO-CHOP luciferase reporter, UPR activation, luminescence; percent of tunicamycin response over DMSO baseline. activation, % at 10 µM;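 active = at 10 µM dose, activation of 40% or more, normalized to positive control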;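 also: 100% = tunicamycin at 10 µg/mL and 0% = DMSO alone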
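Test system: CHO-CHOP cells, stable luciferase reporter of PERK-eIF2a-CHOP signalling | Quantity: 500 CHO-CHOP cells per well | Buffer or medium: F12 plus 10% serum | Compound dosing: 10 µM single point, 0.5% DMSO | Schedule: 6 h compound treatment, 37 °C | Signal: Luciferase luminescence | Control set: Tunicamycin high control, DMSO low control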
697 NFkB inh – lowers PMA/ionomycin-induced NF-kB signal in 697 B cells. 330,000 compounds, 0.33% hits. inhibition, % at 4 µM. AID 435022. 697 B-cell NF-kB luciferase reporter, 16 h; in the data active = inhibition above about 35%
Numbers without * were called inactive; . = no result given.

SMILES	tim23-1 inh	XBP1 UPR activ	APJ antag	APJ ag	Mdm2 MdmX PPI	Jurkat NFkB inh	CHOP UPR activ	697 NFkB inh
O=C(Nc1nnc(C23CC4CC(CC(C4)C2)C3)s1)c1ccc(N2C(=O)CCC2=O)cc1	-7	20	-14	-4	14	4	14	-8
O=S(=O)(NCc1c(Cl)cccc1Oc1ccccc1)c1ccccc1	39	-2	-11	-6	-24	-3	1.5	-14
Cc1cccc(N2CCN(C(=O)C(C)n3nc(C)n4c(cc5occc54)c3=O)CC2)c1C (stereo not drawn)	24	0	14	-28	49	-2	0.8	-35
CC(C)c1cc(NCCCN2CCOCC2)n2c(nc3ccccc32)c1C#N	-2	-4	-9	-2	-2	-20	-2.0	-2
CCN(C(=O)COC(=O)Cc1c(F)cccc1Cl)c1c(N)n(Cc2ccccc2)c(=O)[nH]c1=O	12	-1	16	-2	-7	-15	-1.0	-1
Cc1ccc(-c2cc(C#N)c(=O)n(Cc3c(Cl)cccc3Cl)c2)cc1	-20	-1	-21	2	16	2	0.9	-8
CC(C)(C)C(=O)Nc1ccccc1N1CCN(c2ccc(F)cc2)CC1	8	-4	7	0	-7	2	-0.3	-6
CCOC(=O)C1CCCN(CCC(=O)Nc2cc(C)ccc2C)C1 (stereo not drawn)	2	-1	-10	-1	-20	-8	-0.9	3
CC(=O)Nc1ccc(S(=O)(=O)Nc2nc3ccccc3nc2Nc2cccc(S(N)(=O)=O)c2)cc1	1	0	0	1	-10	12	1.9	4
Cc1cc(C(=O)OCC(=O)N2CCN(c3ccccc3)CC2)c2ccccc2n1	18	-1	-5	-6	-2	-12	-0.3	6
O=C(N1CCOCC1)N1CCN(C(c2ccccc2)c2ccccc2)CC1	12	0	34	-3	17	-6	2.3	16
Cc1nnc(SCC(=O)Nc2ccc3c(c2)OCO3)n(N)c1=O	-2	5	2	-2	8	9	1.1	19
COc1ccc(CN(CC2CCCO2)C(=O)CN2C(=O)C(C)Oc3ccc(C)cc32)cc1OC (stereo not drawn)	19	-1	-7	-2	22	-10	-1.3	2
CN(C)S(=O)(=O)c1ccc(Cl)c(NC(=O)COC(=O)C2CCCO2)c1 (stereo not drawn)	7	-1	3	-3	-15	-11	0.0	-10
O=C(COC(=O)c1ccncc1)NCCCc1ccccc1	5	-2	6	-1	-37	6	-2.1	6
COc1ccc(S(=O)CC(=O)Nc2ccc(Cl)cc2Cl)cc1 (stereo not drawn)	7	-3	-26	-2	15	-9	-0.2	6
COc1ccc(N(CC(=O)NCc2ccccc2OC)S(=O)(=O)c2ccccc2[N+](=O)[O-])c(OC)c1	25	-2	-14	-4	-7	2	2.9	-2
COc1ccc(N(CC(=O)NC2CCCC2)C(=O)CCC(=O)Nc2cc(C)on2)cc1	19	4	-12	-1	-9	3	0.3	10
O=C(Nc1ccccc1C(=O)N1CCOCC1)C1CC(=O)N(c2ccc(F)cc2)C1 (stereo not drawn)	-4	-1	15	-2	-6	0	6.5	-19
Cc1cc(C)n2nc(SCc3cccc(S(=O)(=O)N(C)C)c3)nc2n1	11	-1	1	2	-24	-23	-2.0	-24
COc1ccc(N2CCN(c3ccc(NC(=O)NN)cc3)CC2)cc1	11	-2	15	-2	19	-9	1.5	10
CCCc1cc(C(=O)Nc2cc(C)nn2-c2ccccc2)no1	16	0	-3	-2	21	2	-1.0	7
Cc1csc(NC(=O)CCC(=O)c2cccs2)n1	-2	-5	-13	-2	26	-3	2.4	-5
Cc1ccsc1C=Nc1ccc(O)cc1	12	3	-14	-1	-9	8	0.2	4
Cc1cccc(N2C(=NC(=O)c3ccccc3)SC3CS(=O)(=O)CC32)c1 (stereo not drawn)	5	-4	4	3	-4	1	-1.2	-13

Going on with the list.
SMILES	tim23-1 inh	XBP1 UPR activ	APJ antag	APJ ag	Mdm2 MdmX PPI	Jurkat NFkB inh	CHOP UPR activ	697 NFkB inh
Cc1onc(-c2ccccc2)c1C(=O)Nc1c(C)n(C)n(-c2ccccc2)c1=O	3	7	-6	-3	-24	11	-1.6	-3
N/C(=N\OC(=O)c1ccco1)c1ccccc1	21	5	-32	3	-7	-50	2.8	-63
CCCNC(=O)Nc1ccc2c(c1)nc(C)n2C	0	-3	7	5	15	2	0.1	12
COc1ccc(OC)c(N/C=C/C(=C(C#N)C#N)N(C)C)c1	11	-2	-11	0	-9	9	-1.0	-34
O=C(Nc1cccnc1)c1ccc(COCC(F)(F)F)cc1	-4	1	-4	1	-2	-18	28	4
Cc1ccccc1N=C1NC(=O)/C(=C/c2cccn2C)S1	34	1	1	-5	18	15	1.2	2
CCOC(=O)Cn1c(=S)[nH]c2c(oc3ccc(Cl)cc32)c1=O	13	1	7	2	13	-5	2.0	9
Cc1cc(Nc2c(C)cccc2C)n2nc(C)nc2n1	16	-3	-17	-1	17	3	-0.6	-9
Cc1nc(C(C)NC(=O)c2cc(COc3ccc(F)c(F)c3)on2)cs1 (stereo not drawn)	23	0	12	-2	21	-5	-0.8	1
Cn1c(Cl)cnc1C1CC(=O)c2cc(Cl)ccc2O1 (stereo not drawn)	18	77*	10	0	45	44	23	9
CC(NC(=O)CCNC(=O)c1ccc(Br)cc1)c1ccc(S(N)(=O)=O)cc1 (stereo not drawn)	-7	-3	13	-4	0	1	-1.9	9
CC(C)[C@H](NC(N)=O)C(=O)NCCc1ccc(Cl)cc1	7	-4	14	-1	4	-7	-2.1	9
CS(=O)(=O)N(CC(=O)NC1CCCCCC1)Cc1ccccc1	3	-1	-24	0	4	-21	-2.4	-11
COC(=O)CSc1snnc1-c1ccc(Cl)cc1Cl	6	0	-17	-2	10	0	-1.6	-37
COc1ccccc1OCc1n[nH]c(=S)n1Cc1ccccc1	28	-2	0	-4	-8	2	1.1	7
O=C(NCc1csc(-c2cccs2)n1)Nc1ccc(C(F)(F)F)cc1	-16	-2	12	1	23	9	0.1	11
CSc1nc(-c2ccc(Cl)cc2)c(C#N)c(=O)[nH]1	7	5	4	-1	13	-24	-0.3	-33
COc1ccc2[nH]c3c(c2c1)CCN1C(=O)C(CC(=O)NCCc2ccccn2)C[C@H](C(=O)N2CCOCC2)[C@@]31C (stereo partly drawn)	23	5	.	.	2	.	2.6	6
CCN(CC)S(=O)(=O)c1cccc(C(=O)N/N=C/c2cccc(O)c2O)c1	-9	4	-16	6	60*	5	1.6	-48
CCn1c(=O)cc(SCC(=O)N2CCC(C)CC2)c2ccccc21	12	-3	4	-5	46	11	1.3	59*
CCOC(=O)c1[nH]c(C)c(C(=O)/C=C/c2ccc(C(=O)O)cc2)c1C	2	-1	15	0	42	2	1.2	-15
O=C(Oc1cccnc1)c1ccc([N+](=O)[O-])cc1Cl	28	-2	3	-1	-10	12	-1.1	10
CC1CN(C(=O)c2ccc(Br)c(S(=O)(=O)N3CCOCC3)c2)CC(C)O1 (stereo not drawn)	3	-2	17	-2	7	5	1.0	-6
COc1ccc(Nc2ncc(C(=O)N3CCC(C(N)=O)CC3)c3ccccc23)cc1	19	-1	-8	-4	5	-15	-0.7	3
CCOc1ccc(C2CC(=O)NC2=O)cc1 (stereo not drawn)	7	0	3	-2	7	2	-1.1	4

The listing continues.
SMILES	tim23-1 inh	XBP1 UPR activ	APJ antag	APJ ag	Mdm2 MdmX PPI	Jurkat NFkB inh	CHOP UPR activ	697 NFkB inh
CC(C)CNC(=O)c1cccc2c1-c1ccccc1C2=O	4	-4	16	-1	-31	-1	-0.1	9
COc1ccc(C(=O)NCC(c2cccs2)N2CCOCC2)cc1OC (stereo not drawn)	-1	-2	-7	-4	-2	-3	0.1	13
OC[C@@H]1[C@@H](c2ccc(F)cc2)C(c2ccccc2)=NN1c1ccccc1	46	-1	.	.	14	.	2.6	0
Cc1ccc2c(CC(=O)OC(C)C(=O)Nc3ncc(Cl)cc3Cl)coc2c1 (stereo not drawn)	27	-1	-9	1	5	13	1.2	-18
CN(C(=O)C1CCCO1)c1nnc(-c2cnccn2)s1 (stereo not drawn)	9	-1	1	0	5	-5	1.9	-20
NNc1nc(-c2ccccc2Cl)c2cc(Br)ccc2n1	57*	-5	17	-7	38	-10	0.6	-1
C[C@H](CO)N1C[C@H](C)[C@@H](CN(C)Cc2ccc(Cl)c(Cl)c2)Oc2c(NC(=O)C3CCOCC3)cccc2C1=O	18	2	-7	-3	36	6	3.0	-5
COc1ccc(-n2nc(C(=O)NCC(=O)NC3CCCCCC3)c3ccccc3c2=O)c(OC)c1	4	-1	9	-2	0	15	-1.4	9
CCC(CC)C(=O)c1c[nH]c(C(=O)NCc2ccc(F)cc2)c1	16	-2	11	-3	-19	10	-1.9	12
COc1ccc(C(=O)Nn2cnc3ccccc3c2=O)c(OC)c1	1	2	-3	7	-21	-67	1.8	-94
Cc1ccc(C(=O)N2CCCC(N3CCN(c4ccccc4F)CC3)C2)s1 (stereo not drawn)	3	-5	2	-1	15	1	-4.3	20
COc1ccc(S(=O)(=O)NNC(=O)Nc2ccc(F)cc2)cc1	-7	1	-5	3	-12	-8	-1.0	-10

Filtered by structure: the entries above with fluorine
SMILES	tim23-1 inh	XBP1 UPR activ	APJ antag	APJ ag	Mdm2 MdmX PPI	Jurkat NFkB inh	CHOP UPR activ	697 NFkB inh
CCN(C(=O)COC(=O)Cc1c(F)cccc1Cl)c1c(N)n(Cc2ccccc2)c(=O)[nH]c1=O	12	-1	16	-2	-7	-15	-1.0	-1
CC(C)(C)C(=O)Nc1ccccc1N1CCN(c2ccc(F)cc2)CC1	8	-4	7	0	-7	2	-0.3	-6
O=C(Nc1ccccc1C(=O)N1CCOCC1)C1CC(=O)N(c2ccc(F)cc2)C1 (stereo not drawn)	-4	-1	15	-2	-6	0	6.5	-19
O=C(Nc1cccnc1)c1ccc(COCC(F)(F)F)cc1	-4	1	-4	1	-2	-18	28	4
Cc1nc(C(C)NC(=O)c2cc(COc3ccc(F)c(F)c3)on2)cs1 (stereo not drawn)	23	0	12	-2	21	-5	-0.8	1
O=C(NCc1csc(-c2cccs2)n1)Nc1ccc(C(F)(F)F)cc1	-16	-2	12	1	23	9	0.1	11
OC[C@@H]1[C@@H](c2ccc(F)cc2)C(c2ccccc2)=NN1c1ccccc1	46	-1	.	.	14	.	2.6	0
CCC(CC)C(=O)c1c[nH]c(C(=O)NCc2ccc(F)cc2)c1	16	-2	11	-3	-19	10	-1.9	12
Cc1ccc(C(=O)N2CCCC(N3CCN(c4ccccc4F)CC3)C2)s1 (stereo not drawn)	3	-5	2	-1	15	1	-4.3	20
COc1ccc(S(=O)(=O)NNC(=O)Nc2ccc(F)cc2)cc1	-7	1	-5	3	-12	-8	-1.0	-10

Pulled by structure from the list above:
SMILES	tim23-1 inh	XBP1 UPR activ	APJ antag	APJ ag	Mdm2 MdmX PPI	Jurkat NFkB inh	CHOP UPR activ	697 NFkB inh
O=C(Oc1cccnc1)c1ccc([N+](=O)[O-])cc1Cl	28	-2	3	-1	-10	12	-1.1	10
O=C(Nc1cccnc1)c1ccc(COCC(F)(F)F)cc1	-4	1	-4	1	-2	-18	28	4
